M. tuberculosis = growth inhibition of non-replicating M. tuberculosis (AID 488890); Mycobacterium tuberculosis non-replicating, growth inhibition; higher % means a stronger effect; inhibition, % at 25 µM, or IC50 in µM where a hit was titrated; 320,000 compounds, 0.39% hits; in the data active means a potency from the dose series; inconclusive means inhibition mostly from about 82% at the one dose, without a potency; inactive means the rest, 99 in 100 with inhibition below about 76%;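 further: plate controls were DMSO cells for no effect and high antibiotic wells for full effect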
H37Rv inhibition = M. tuberculosis growth inhibition, HTS (AID 449762) | M. tuberculosis H37Rv growth inhibition, 7H9 media; higher % means a stronger effect | one-dose inhibition, % at 25 µM; IC50 in µM for titrated hits | 330,000 compounds, 0.59% hits; in the data active means a potency from the dose series; inconclusive means inhibition above about 70% without an active follow-up result;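 further: bacterial growth assessed after seven days of incubation; strong numbers were not always called active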
PhoP GFP inhibition = Inhibition of PhoP regulon, Salmonella typhi GFP reporter cells, confirmation, 4 h (AID 1850); 310,000 compounds, 0.33% hits; one-dose inhibition, % at 50 µM; IC50 in µM for titrated hits; Salmonella Typhi PhoP-promoter GFP reporter, fluorescence, 4 h; higher % means a stronger effect; in the data active means a potency from the dose series; inconclusive means inhibition mostly from about 25% at the one dose, without a potency; inactive means the rest, 99 in 100 with inhibition below about 19%;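 further: 0% = induced wells with vehicle and 100% = uninduced wells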
H1N1 NS1A inhibition = H1N1 influenza NS1A inhibitors, functional cell based assay (AID 504329); NS1A functional cell-based assay, percent inhibition; higher % means a stronger effect; inhibition, % at 12.5 µM, or IC50 in µM where a hit was titrated; 340,000 compounds, 0.3% hits; in the data active means a potency from the dose series; inconclusive means inhibition above about 27% without an active follow-up result; further: strong numbers were not always called active
inhibitors of VEEV = inhibitors of VEEV TC-83 cytopathic effect, confirmation, Vero cells (AID 588727); Vero cells, VEEV TC-83 cytopathic effect inhibition; higher % means a stronger effect; 350,000 compounds, 0.13% hits; inhibition, % at 20 µM, or IC50 in µM where a hit was titrated; in the data active means a potency from the dose series; inconclusive means inhibition mostly from about 14% at the one dose, without a potency; inactive means the rest, 99 in 100 with inhibition below about 12%; further: strong numbers were not always called active
inhibitors of VEEV 10K pilot screen = further read-out of inhibitors of VEEV, marked with its call; inhibition, %; measured here: 10K pilot screen inhibition
Active calls of the source: *; i = inactive; u = inconclusive; x = not tested or not shown; & = joins results of further samples.

SMILES | M. tuberculosis | H37Rv inhibition | PhoP GFP inhibition | H1N1 NS1A inhibition | inhibitors of VEEV | others
CCOC(=O)C1CCCN(c2ccc(NC(=O)c3snc4c(=O)[nH]cnc34)cc2)C1 (centres undefined) | 34% | 43% | 6% | 12% | 1.6%
CCCCCCn1nc(C(=O)Nc2nc3c(s2)CCCC3)c2ccccc2c1=O | 71% | u | -7% | -4% | 8.4%
CCCn1c(SCC(=O)Nc2ccccc2CC)nnc1C(C)C | -1% | -8% | -8% | -1% | 1.1%
O=C(c1cc([N+](=O)[O-])cc([N+](=O)[O-])c1)N1CCN(Cc2ccc3c(c2)OCO3)CC1 | 62% | u | -2% | -7% | i
N#CCCN1CCN(S(=O)(=O)c2ccc(S(=O)(=O)NC3CC3)cc2)CC1 | -39% | 1% | -2% | 5% | 0.2%
O=[N+]([O-])c1cccc(-c2csc(N/N=C/c3cccc(O)c3)n2)c1 | 5% | u | 10% | -2% | 7.9%
Cc1onc(-c2ccccc2)c1C(=O)N1CCN(c2ccc([N+](=O)[O-])cc2)CC1 | 7% | -7% | -4% | -11% | 1.6%
COCCOC(=O)C1=C(C)Nc2ncnn2C1c1ccco1 (centres undefined) | -13% | -5% | -4% | -21% | 1.2%
COc1cc2c(cc1NC(=O)COC(=O)[C@@H](NS(=O)(=O)c1ccccc1)C(C)C)oc1ccccc12 | 31% | 6% | -9% | -2% | 3.2%
O=C1NC(Cc2ccc(O)cc2)c2nc3ccc(Cl)cc3c(=O)n2-c2ccccc21 (centres undefined) | 22% | 2% | x | x | x
COc1ccc(-c2nc(CN3CCCCC3c3cccnc3)c(C)o2)c(F)c1 (centres undefined) | 33% | 3% | -19% | 11% | 5.5%
CC1CN(C(=O)C(c2ccccc2)c2ccccc2)CC(C)O1 (centres undefined) | 19% | 10% | -6% | 4% | 2.8%
CC(=O)c1ccc(N2CCN(C(=O)CCNC(=O)Cn3ccc4ccccc4c3=O)CC2)cc1 | -7% | 5% | -10% | 4% | 0.8%
Cc1ccc(C(=O)Nc2sc3c(c2C(=O)O)CCC(C)C3)o1 (centres undefined) | u | -3% | x | -12% | 1.8%
COc1cc(C[C@@H](C)N)c(OC)cc1I | -6% | 7% | 1% | -1% | 0.9%
COc1cccc(OC)c1C(=O)N1CCN=C1SCc1cccnc1 | 4% | 2% | -5% | 0% | 0.4%
Fc1ccc(/C=N/Nc2ncnc3nc[nH]c23)cc1F | x | -3% | 11% | -1% | 12%
CCOC(=O)C1=C(C)N=C2SC=C(C)N2C1c1ccc(OC)cc1 (centres undefined) | 2% | -9% | -9% | 10% | 0.1%
COC(=O)c1ccc(NC(=O)C2CCCN(S(=O)(=O)c3cnc[nH]3)C2)cc1 (centres undefined) | 4% | -2% | -8% | -17% | 1.2%
CC(OC(=O)Cn1[nH]c(=O)c2ccccc2c1=O)C(=O)Nc1ccc(F)cc1 (centres undefined) | -4% | 0% | 7% | -7% | i
COc1cc(OC)cc(C(=O)Nc2ccc(S(=O)(=O)N3CCOCC3)cc2)c1 | -5% | 6% | -5% | 1% | 1.8%
CCOC(=O)C1=C(C)Nc2ncnn2C1c1ccc(N(C)C)cc1 (centres undefined) | 5% | -11% | -13% | -13%&7% | 0.4%&0.5%
COc1ccccc1NC(=O)COC(=O)[C@@H]1CCCN1C(=O)c1cccs1 | 24% | -3% | 1% | 2% | 4.8% | inhibitors of VEEV 10K pilot screen=0.1
CCOC(=O)c1ccc(Oc2coc3cc(O)ccc3c2=O)cc1 | 5% | 8% | -15% | 2% | 0.2%
Nc1c(C(=O)Nc2ccccc2)sc2nc(-c3cccnc3)ccc12 | 6% | 67% | -9% | x | x
O=C(CSc1nnc(-c2ccco2)o1)N1CCN(c2ccccc2)CC1 | u | 56% | -3% | -4% | 0.4%
O=S(=O)(NCc1ccc2c(c1)OCO2)c1cccc2nsnc12 | 0% | -3% | -2% | -13% | 2.3%
CCCCc1c(CCC)c(=N)c2ccccc2n1C | 61% | -1% | -4% | -3% | 0.2%
Cc1ccc(CN2C(=O)CCC2C(=O)NCCCN2CCCC(C)C2)cc1 (centres undefined) | 5% | -3% | -6% | 9% | i
C/C(=N\NS(=O)(=O)c1ccc(C)cc1)c1cccs1 | -19% | 0% | 2% | 18% | 1.9%
O=C(Nc1nc2ccccc2[nH]1)c1ccccc1OC(F)F | u | 54% | 10% | 3% | 1.7%
O=C1CN(C(=O)CN2C(=O)NC3(CCCCC3)C2=O)c2ccccc2N1 | 1% | -9% | -1% | 5% | i
CC(=O)Nc1ccc(SCC(=O)c2cc(C)ccc2C)cc1 | 10% | 0% | -7% | 3% | 3.7%
COc1ccc(-c2nnn(CC(=O)N(c3cccc(O)c3)C(C)C(=O)NC3CCCC3)n2)cc1OC (centres undefined) | 16% | -5% | 0% | 6% | 14% | inhibitors of VEEV 10K pilot screen=9.2
CCN[C@H]1C[C@H](C)S(=O)(=O)c2sc(S(N)(=O)=O)cc21 | -5% | -8% | 1% | -5% | 1.3%
CC1CCN(Cc2nnnn2CCCC(=O)NC(c2ccccn2)C(F)(F)F)CC1 (centres undefined) | 2% | 7% | 7% | -7% | 0.9%
CN(C(=O)CSc1nnc(-c2ccc(F)cc2)c2ccccc12)C1CCS(=O)(=O)C1 (centres undefined) | 33% | -3% | 0% | 8% | 5.7%
COc1cccc(S(=O)(=O)c2nc(C)c3c(n2)CCC3)c1 | -6% | 0% | 2% | 3% | 1.5%
COc1ccc(NC(=O)c2nnn(CC(=O)Nc3ccc4c(c3)OCO4)c2N)c(OC)c1 | 2% | 4% | -16% | 9% | 3.4%
C(COC1CC2CC1C1C2CC2OC21)OC1CC2CC1C1C2CC2OC21 (centres undefined) | x | x | x | 1% | 1.5%
CC1(C)Cc2ccccc2C(N/N=C/c2ccc(Cl)cc2)=N1 | 21% | 2% | 15% | -28% | 1.2%
Cc1ccc(N(C)C(=O)N2CCN(S(=O)(=O)c3ccc(C)c(C)c3)CC2)cc1 | 35% | -3% | 3% | 3% | i
CCCCNC(=S)Nc1ccc(Cl)cc1 | u | -8% | 6% | 2% | 0.9%
COc1cc(OC)c(/C=N/N2CCN(c3ccccc3OC)CC2)c(OC)c1 | -15% | -2% | 3% | -7% | 1.0%
C=CCNCc1ccccc1[N+](=O)[O-] | 7% | 15% | 0% | -18% | 0.8%
O=C(Nc1ccccc1OC(=O)c1ccc(Cl)cc1)c1ccc(Cl)cc1 | 62% | u | 7% | -6% | 1.0%
CCc1cc2c(=O)nc3n(c2s1)Cc1ccccc1/C3=C(/O)c1ccc(F)cc1 | -3% | 33% | -5% | 0% | 8.4%
O=C(COc1cccnc1[N+](=O)[O-])NCc1ccccc1 | -17% | 14% | -17% | 2% | i
CCNS(=O)(=O)c1ccc2c(c1)NCC2 | -3% | 5% | -5% | -4% | 0.9%
O=C(Nc1ccccc1[N+](=O)[O-])c1cc(S(=O)(=O)N2CCOCC2)cs1 | 7% | 2% | -4% | 16% | 26%
CCc1c(C)sc(NC(=O)C2CCCO2)c1C#N (centres undefined) | 16% | -2% | 4% | -5% | 5.4%
COc1ccc(CCNC(=O)c2c(O)c3cccc4c3n(c2=O)CC4)cc1 | 7% | -6% | 1% | 10% | 1.4%
N#Cc1ccc(C(=O)Nc2cc(S(=O)(=O)N3CCCC3)ccc2OCC(F)(F)F)cc1 | 1% | -2% | -1% | 20% | 1.1%
O=C(COc1ccccc1)NCC(=O)NC1=NCCS1 | -6% | -10% | -3% | -18% | 0.4%
Cc1cc(C)n2nc(C(=O)Nc3cccc(S(=O)(=O)N(C)c4ccccc4)c3)nc2n1 | 1% | 0% | -5% | -16% | 11%
CC(O)c1nc(C(C)O)n(CC(=O)c2ccccc2)n1 (centres undefined) | -3% | 2% | -5% | 7% | 0.4% | inhibitors of VEEV 10K pilot screen=0.3
O=C(CN1CCN(c2ccc(Cl)cc2)CC1)Nc1ccc(F)c(F)c1 | 57% | 1% | 8% | -7% | 1.9%
Cc1ccc(NS(=O)(=O)c2ccc3c(c2)NC(=O)C(C)C(=O)N3)cc1C (centres undefined) | 41% | 4% | 8% | -5% | 1.0%
COc1ccc(C)cc1S(=O)(=O)N(C)CC(=O)NC1CC1 | -14% | -8% | -3% | 0% | 3.2%
Cc1ccc(NC(=O)CCC(=O)NNC(=O)c2cccs2)c(C)c1 | x | x | 5% | 3% | i

Quoted from the listing for reference:
SMILES | M. tuberculosis | H37Rv inhibition | PhoP GFP inhibition | H1N1 NS1A inhibition | inhibitors of VEEV | others
Cc1cc(C)n2nc(C(=O)Nc3cccc(S(=O)(=O)N(C)c4ccccc4)c3)nc2n1 | 1% | 0% | -5% | -16% | 11%
CC(O)c1nc(C(C)O)n(CC(=O)c2ccccc2)n1 (centres undefined) | -3% | 2% | -5% | 7% | 0.4% | inhibitors of VEEV 10K pilot screen=0.3
O=C(CN1CCN(c2ccc(Cl)cc2)CC1)Nc1ccc(F)c(F)c1 | 57% | 1% | 8% | -7% | 1.9%
Cc1ccc(NS(=O)(=O)c2ccc3c(c2)NC(=O)C(C)C(=O)N3)cc1C (centres undefined) | 41% | 4% | 8% | -5% | 1.0%
COc1ccc(C)cc1S(=O)(=O)N(C)CC(=O)NC1CC1 | -14% | -8% | -3% | 0% | 3.2%
Cc1ccc(NC(=O)CCC(=O)NNC(=O)c2cccs2)c(C)c1 | x | x | 5% | 3% | i

The list goes on:
SMILES | M. tuberculosis | H37Rv inhibition | PhoP GFP inhibition | H1N1 NS1A inhibition | inhibitors of VEEV | others
COc1ccc(C(=O)O/N=C(/c2cccs2)C(C)(C)C)cc1 | x | 0% | -2% | -25% | 0.6%
CCOCCCNC(=O)C(NC(=O)Cc1cccs1)c1ccc(C)cc1 (centres undefined) | 0% | -7% | -2% | 0% | i
CCOc1ccc(-n2nc3c(=S)[nH]nc(C)c3c2C)cc1 | 6% | 2% | -4% | -1% | 0.2%
Cc1cc(-c2csc(NC(=O)C3=COCCO3)n2)c(C)n1C | -16% | 7% | 2% | -22% | 1.0%
Cc1cccc(NC(=O)CCCN=C2NS(=O)(=O)c3ccccc32)c1C | 2% | -7% | x | 2% | i
O=C(CCS(=O)(=O)c1ccc(Cl)cc1)N1CCCc2ccccc21 | 7% | -2% | -8% | 9% | 6.9%
CSc1ccccc1NC(=O)COc1ccc2c(c1)OCO2 | 59% | 14% | x | 10% | 0.9%
O=C(Nc1nnc(C2CC2)s1)c1ccc(Cl)c(S(=O)(=O)N2CCc3ccccc3C2)c1 | 9% | 8% | -8% | -7% | 7.2%
N#CCCN(C(=O)COC(=O)CNC(=O)c1cccs1)c1ccc(F)cc1 | -17% | -13% | 0% | 0% | 3.9%
CCOP(=O)(O)c1ccccc1OCCOc1ccccc1P(=O)(O)OCC | -10% | 7% | -16% | -4% | 1.9%
O=C(/C=C/c1ccco1)N(Cc1cccc(Br)c1)C1CCS(=O)(=O)C1 (centres undefined) | 2% | -1% | -5% | -20% | i
CCCCN1C(=O)C(NC(C)=O)c2ccccc21 (centres undefined) | -5% | -4% | -6% | 1% | 0.5%
CC(C)N(C(=O)CSc1nc2ccccc2n1-c1ccccc1)C(C)C | 26% | 5% | 3% | 5% | i
COC(=O)CN1C(=O)C(C)(C)Oc2ccc(C(=O)NC3CCCC3)cc21 | 0% | -6% | 6% | 7% | 1.3%
Cc1ccc(OCCn2cnc3c2c(=O)n(C)c(=O)n3C)cc1 | -4% | -9% | 5% | -12% | 0.1%
CCN1CCN(C(=S)c2ccc(SC)cc2)CC1 | -11% | -2% | 9% | -4% | 2.9%
Cc1ccc(NC(=O)c2cccs2)cc1NC(=O)c1ccco1 | 0% | -3% | 4% | 1% | 2.1%
Brc1ccc(CN2CCN(Cc3c[nH]c4ccccc34)CC2)cc1 | 56% | 9% | 18% | 9% | i
COc1cccc(OC)c1C(=O)Nc1c(C)n(C)n(-c2ccccc2)c1=O | 2% | -4% | -12% | -5% | i
CCCc1cc(=O)oc2cc(OC(C)C(=O)NCC3CCC(C(=O)O)CC3)ccc12 (centres undefined) | 4% | 1% | 4% | -13% | 2.1%
CC(=O)c1cnc2nc(SCc3ccccc3)nn2c1C | 9% | -13% | -10% | 3% | 1.5%
CCC1(CC)NC(=O)N(CC(=O)NC(=O)NCc2ccccc2)C1=O | 12% | 1% | 13% | 2% | 3.5%
O=C(NCc1ccc2c(c1)OCO2)C1CCCN(S(=O)(=O)c2cccc3nonc23)C1 (centres undefined) | -32% | 5% | 10% | -2% | i

Retrieved by compound from the list above, two records:
SMILES | M. tuberculosis | H37Rv inhibition | PhoP GFP inhibition | H1N1 NS1A inhibition | inhibitors of VEEV | others
COc1ccc(NC(=O)c2nnn(CC(=O)Nc3ccc4c(c3)OCO4)c2N)c(OC)c1 | 2% | 4% | -16% | 9% | 3.4%
Fc1ccc(/C=N/Nc2ncnc3nc[nH]c23)cc1F | x | -3% | 11% | -1% | 12%
